# Screening data deposited in PubChem BioAssay by several laboratories.
# PolyA inh: blocks polyadenylation in yeast reporter cells. AID 1875. 300,000 compounds, 0.02% hits. calls only at 12 µM. S. cerevisiae SKY197-pL101 polyadenylation reporter, beta-gal luminescence; efflux-impaired pdr1/pdr3 knockout yeast; score 100 = 6 SD above DMSO;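 active = lowest replicate activity score at least 50, where 100 means six control SD above control mean; inconclusive = lowest score under 50 but half or more replicates reach 50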;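 note: yeast exposed to compound for 9 h at 30 °C; higher score means more reporter readthrough which indicates perturbed polyadenylation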
# AI-2 QS mod: modulates the Vibrio harveyi AI-2 quorum sensing system; Vibrio harveyi JMH597 AI-2 luminescence/OD600 ratio, 9 h; active compounds read low; strain lacks LuxN and CqsS sensors; 0 = neutral-control median; activity change, % at 7.5 µM; 300,000 compounds, 0.4% hits; AID 2094; in the data active = activity change below about -75%, passing the limit was not always enough; inconclusive = no clear call, values can overlap the other calls;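 note: luminescence divided by OD600 gain over 9 h not by final OD600 alone; inactives centre near 13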
# HSF1 activator: increases HSF-1 driven luciferase reporter signal; NIH3T3-HGL HSF-1 luciferase reporter, MG132, 8 h; 100% = twice DMSO control signal; activation, % at 9 µM; 300,000 compounds, 1.7% hits;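 active = mean replicate activation of at least 50% with a set share of replicates each reaching 50%; inconclusive = only one of those two conditions met; inactive = mean below 50% and too few replicates reaching it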;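 note: 0% = median of the neutral control wells and 100% = twice that signal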
# HSF1 inh: HSF1 inhibition | NIH3T3-HGL HSE-luciferase, MG132-induced, luminescence 8 h; active compounds read low | activity change, negative = inhibition, % at 7.5 µM (by protocol) | 300,000 compounds, 0.77% hits;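 active = more than half of replicate wells show activity change below -50%, luminescence cut by over half; inconclusive = some wells, but at most half, below -50%; inactive = no replicate well below -50%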;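 note: luciferase reports HSF-1 transcriptional activity via heat shock element; 0% = median of DMSO wells and -100% = zero luminescence signal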
# HDAC3 inhib: blocks human histone deacetylase 3; 320,000 compounds, 0.15% hits; recombinant HDAC3, fluorogenic peptide/trypsin coupled, fluorescence; inhibition, % at 8.3 µM; AID 2718; in the data active = inhibition above about 26%, passing the limit was not always enough; inconclusive = no clear call, values can overlap the other calls
# HSP90 inh: HSP90 refolding inhibition in rabbit reticulocyte lysate | 290,000 compounds, 0.91% hits | AID 1789 | inhibition, % at 5.6 µM | luciferase refolding luminescence, 3 h;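 active = inhibition above the screen-wide mean plus 3 SD, computed separately per campaign, cut at about 16% in these data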;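 note: 0% = DMSO wells and 100% = 60 µM geldanamycin wells; inhibitors lower the luminescence because luciferase stays unfolded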
# Platelet DG rel: platelet dense granule release activity; human platelet-rich plasma, SFLLRN dense granule ATP release, luminescence; inhibition, %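 (compounds screened at 7.5 µM in platelet-rich plasma)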; 300,000 compounds, 0.22% hits; AID 1663;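 active = mean replicate score, as percent of positive control, at or above 50; inconclusive = mean below 50 but at least one replicate at or above 50; inactive = mean and every replicate below 50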
# DYRK1A inh: Dyrk1A (rat) kinase inhibition; ADP-Glo luminescence, NFATc1 peptide; inhibition, % at 12.5 µM; 310,000 compounds, 0.43% hits; in the data active = inhibition above about 50%;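 note: plate controls were vehicle with enzyme for no effect and no enzyme for full effect; many of its hits are not listed in these tables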
# GSK3B inh: inhibitors of human GSK3beta kinase; GST-GSK3beta kinase, ADP-Glo luminescence, 60 min; active compounds read low; activity score (negative = inhibition), % at 10 µM; P49841; AID 2097; 300,000 compounds, 0.038% hits;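 active = more than half of replicate wells score below -50%, meaning over 50% inhibition versus plate controls; inconclusive = some replicates but at most half score below -50%; inactive = no replicate scores below -50%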;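 note: 0% = median DMSO wells and -100% = median GW8510 positive control wells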
# Target sequence (P49841 whole entry, looked up): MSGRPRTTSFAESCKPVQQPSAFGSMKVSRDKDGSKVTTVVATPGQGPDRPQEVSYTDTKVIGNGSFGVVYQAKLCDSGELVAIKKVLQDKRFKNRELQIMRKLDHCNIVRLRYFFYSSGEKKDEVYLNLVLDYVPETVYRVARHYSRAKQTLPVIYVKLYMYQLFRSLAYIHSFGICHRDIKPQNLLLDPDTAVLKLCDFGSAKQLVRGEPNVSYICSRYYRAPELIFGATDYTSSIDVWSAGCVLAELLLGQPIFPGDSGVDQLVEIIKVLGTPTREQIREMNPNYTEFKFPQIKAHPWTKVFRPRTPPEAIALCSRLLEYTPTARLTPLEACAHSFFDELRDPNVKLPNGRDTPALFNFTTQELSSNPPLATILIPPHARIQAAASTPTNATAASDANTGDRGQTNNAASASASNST
#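 Test system: GST-fused GSK3beta enzyme, cell-free | Quantity: 1.6 ng GST-GSK3beta enzyme per well | Reagent: 25 µM ATP with peptide substrate | Schedule: 60 min enzyme reaction, room temperature | Signal: Luminescent ADP-Glo measurement of ADP formed | Read-out basis: Score relative to plate controls | Control set: DMSO and 20 µM GW8510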
# GSK3A inh: human GSK-3 alpha kinase inhibition. P49840. ADP-Glo luminescence, 60 min. 320,000 compounds, 0.1% hits. inhibition, % at 10 µM;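 in the data active = inhibition above about 50%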;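 note: GST-tagged GSK-3 alpha with peptide substrate and 25 µM ATP; 0% = DMSO neutral wells and 100% = GW8510 positive control wells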
# Target sequence (P49840 whole entry, looked up): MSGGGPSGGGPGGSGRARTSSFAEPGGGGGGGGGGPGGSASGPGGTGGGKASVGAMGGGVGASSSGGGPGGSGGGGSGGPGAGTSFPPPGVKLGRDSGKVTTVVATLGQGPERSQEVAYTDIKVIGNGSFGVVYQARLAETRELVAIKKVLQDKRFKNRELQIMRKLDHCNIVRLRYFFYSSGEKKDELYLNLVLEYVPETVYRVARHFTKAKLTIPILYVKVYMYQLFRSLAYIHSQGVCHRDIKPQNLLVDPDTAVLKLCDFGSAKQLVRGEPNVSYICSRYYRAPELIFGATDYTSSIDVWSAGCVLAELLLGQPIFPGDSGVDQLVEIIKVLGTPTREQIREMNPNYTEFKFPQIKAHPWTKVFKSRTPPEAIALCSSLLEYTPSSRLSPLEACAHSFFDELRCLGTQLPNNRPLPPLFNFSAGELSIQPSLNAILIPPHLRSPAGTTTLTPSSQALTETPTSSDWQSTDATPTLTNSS
# * hit, by the source's call; i = inactive; ? = inconclusive; / = not tested or not shown. Some of the compounds tested, so the mix of outcomes need not match the whole.
SMILES,PolyA inh,AI-2 QS mod,HSF1 activator,HSF1 inh,HDAC3 inhib,HSP90 inh,Platelet DG rel,DYRK1A inh,GSK3B inh,GSK3A inh
O=C(Nc1ccc(C(=O)N2CCOCC2)cc1)Nc1cccc(C(F)(F)F)c1,i,13,-45,?,10,0,-9,/,0,5
COc1ccc(CNC(=O)COc2ccc(S(=O)(=O)N3CCCCC3)cc2)cc1,i,-6,-17,-5,5,3,20,4,-2,1
c1ccc(SCCN2CCc3ccccc3C2)cc1,i,5,29,9,1,-1,0,1,3,0
Cc1ccc(NC(c2ccccc2)c2nc3ccccc3[nH]c2=O)cc1 (centres undefined),i,59,17,3,-1,-1,-2,-7,2,-2
CCOc1ccccc1N(CC(=O)Nc1ccc(S(=O)(=O)N2CCOCC2)cc1)S(C)(=O)=O,i,9,12,5,1,7,-3,1,0,-4
O=C(NC(c1ccccc1)c1ccccc1)c1ccc(S(=O)(=O)C(F)F)cc1,i,16,11,0,-7,-3,1,1,2,0
CS(=O)(=O)c1ccc2nc(NC(=O)CC3CCCC3)sc2c1,i,23,14,13,9,-1,1,-97,-1,1
Cc1ccc(C(=O)CCC(=O)N(C)CC(=O)Nc2ccccc2Br)cc1,i,2,1,-5,2,-8,1,-6,3,-1
Cc1ccc(NC(=O)CN2CCN(Cc3ccccc3)CC2)c(Br)c1,i,27,22,0,7,1,-4,5,-3,-3
Cc1oc(-c2cccc(Cl)c2)nc1CSCC(=O)O,i,38,21,12,0,2,22,14,2,-3
NC(=O)c1ccc(SCC(=O)OCC(=O)N2CCN(C(=O)c3ccco3)CC2)c([N+](=O)[O-])c1,i,/,-1,-3,1,/,-4,11,/,3
COc1ccc(NC(=O)c2nc3ccccc3s2)cc1,i,2,?,-1,-5,13,10,-2,-2,-1
Nc1ccc(-c2nc3c(Cl)c(N)ccc3[nH]2)cc1,i,13,1,-5,-160,4,6,18,0,0
Cc1ccc(-n2c(SCC(N)=O)nc3c(c2=O)C2(CCCC2)Cc2ccccc2-3)cc1,i,32,-1,-4,/,-2,-17,4,0,/
CC(=O)c1ccc(NC(=O)CCOc2cc(C)ccc2C)cc1,i,4,22,16,4,2,6,-1,1,-1
Cc1ccccc1C(=O)NC(=S)Nc1ccc(N2CCN(C(=O)c3ccccc3)CC2)cc1,i,13,0,-9,/,9,-25,-4,-3,2
CCCCCCc1ccc(OC(=O)c2ccncc2)cc1,i,20,-5,4,3,-3,5,-6,0,-1
c1ccc(-c2nnc(-c3ccncc3)o2)cc1,i,15,5,-5,-1,-2,-7,2,0,4
COc1ccc(-c2nc3ccccc3c(=O)n2-c2c(C)n(C)n(-c3ccccc3)c2=O)cc1,i,50,-2,-7,-6,3,-8,-16,-5,-2
COc1ccccc1CNC(=O)C(=O)NCC1CCCN1S(=O)(=O)c1cccs1 (centres undefined),i,17,9,0,2,/,4,0,1,0
COc1cccc(-n2nnnc2SCC(=O)NCc2ccc3c(c2)OCO3)c1,i,13,15,9,-1,3,-2,8,-1,2
Cc1[nH]c2ccccc2c1N=Nc1ccc(F)cc1,i,18,-1,4,21,-1,-13,/,-1,-2
CCCOP(=O)(OCCC)C(Nc1cccc(C(F)(F)F)c1)c1ccc(C)cc1 (centres undefined),i,14,9,-3,3,-4,-1,2,-3,-1
Cc1ccc(C(=O)N2CCN(c3ccc(N4CCOCC4)nn3)CC2)cc1C,i,-16,20,1,-3,/,-20,19,-2,-2
O=C(c1cccc(NS(=O)(=O)c2ccccc2)c1)N1CCCCC1,i,-4,10,-6,-4,/,6,-4,2,-2

# Next entries follow.
SMILES,PolyA inh,AI-2 QS mod,HSF1 activator,HSF1 inh,HDAC3 inhib,HSP90 inh,Platelet DG rel,DYRK1A inh,GSK3B inh,GSK3A inh
COc1ccc(/C=C(\NC(=O)c2ccccc2)C(=O)NCC2CCCO2)cc1 (centres undefined),i,13,-12,-5,5,4,3,-2,3,-4
COc1ccc2c(C)c(CCC(=O)NC3CC3)c(=O)oc2c1,i,9,-5,3,-100,-5,4,-1,3,-2
O=C(COn1nnc2ccc(S(=O)(=O)N3CCOCC3)cc21)NCCc1ccccc1,i,16,1,9,-2,/,10,/,2,-1
COC(=O)C1CC(c2ccc(Cl)cc2)=NO1 (centres undefined),i,4,6,-2,2,-2,0,-2,0,-1
O=C(N/N=C/c1ccc(OC(=O)c2ccc(Br)cc2)cc1)c1ccncc1,i,4,4,-1,1,5,-14,4,2,7
COc1ccccc1CNC(=O)C1CCC(=O)N(CCCc2ccccc2)C1 (centres undefined),i,7,0,0,9,-2,-3,-5,0,-2
CCOC(=O)CC(=O)CSc1nc2ccc(OC)cc2cc1C,i,38,30,12,5,1,-3,1,2,-1
CCn1cc(/C=C/C(=O)Nc2c(C)nn(Cc3ccccc3C)c2C)cn1,i,14,3,12,-6,-6,-34,-4,0,2
COc1ccc(-c2nc(SCC(=O)Nc3c(F)cccc3F)n[nH]2)cc1,i,27,-10,3,3,/,2,26,-3,8
COc1cc(C2C3=C(CCCC3=O)Nc3ccc4ncccc4c32)ccc1O (centres undefined),i,-5,49,47,3,5,-3,-2,-1,1
Nc1nc2ccccc2n1/N=C/c1ccc2c(c1)OCO2,i,17,40,22,4,-6,-2,/,3,0
O=C(COc1ccccc1)N/N=C/c1ccc([N+](=O)[O-])o1,/,-20,6,6,1,3,20,0,0,/
CCOC(=O)c1ccc(N/C=C/C(=O)c2ccc(OC)c(OC)c2)cc1,i,32,-43,-35,-5,0,-8,-1,-1,0
O=C(NC1CC1)c1ccc(CS(=O)(=O)c2c(Cl)cccc2Cl)o1,i,6,-2,4,0,2,4,10,-4,-1
COc1ccc(NC(=O)CN2CCN(c3c(C)cccc3C)CC2)cc1,i,1,11,3,4,2,8,-2,2,-5
O=C(CNC(=O)c1cc2c(s1)CCC2)Nc1ccccc1Br,i,19,15,11,3,0,-7,8,1,/
Cc1c(-n2c(SCC(=O)C(C)(C)C)nc3ccccc3c2=O)c(=O)n(-c2ccccc2)n1C,i,34,9,1,1,-1,0,5,-2,-1
O=C(CSc1ncnc2nc[nH]c12)c1ccccc1,/,45,-36,-16,7,-3,4,22,-1,6
Nc1nc(Cl)cc(Nc2ccccc2Cl)n1,i,-9,3,5,3,5,-7,1,1,2
Cc1cccc(NC(=O)C2(C)CC3c4ccccc4C2c2ccccc23)c1C (centres undefined),i,7,1,0,8,1,-5,-5,2,-2
CC1=C(C(=O)Nc2ccc(F)cc2)C(c2ccc(C)o2)C2=C(CC(C)(C)CC2=O)N1 (centres undefined),i,2,9,2,-4,1,-3,3,4,-1
c1ccc(Oc2ccc(-n3cnnn3)cc2)cc1,i,20,9,-7,1,4,-5,8,-3,-1
Clc1cc2c(c(CSc3nc4ccccc4n4cccc34)c1)OCOC2,i,20,-4,7,/,0,5,-4,1,1
O=C(CC(c1ccco1)S(=O)(=O)c1ccccc1)c1ccccc1 (centres undefined),i,-2,85*,65,3,0,9,4,-2,4
FC(F)(F)c1ccc(-n2cnc3ccccc32)nc1,i,5,19,5,2,0,-5,0,4,-2

# More compounds follow:
SMILES,PolyA inh,AI-2 QS mod,HSF1 activator,HSF1 inh,HDAC3 inhib,HSP90 inh,Platelet DG rel,DYRK1A inh,GSK3B inh,GSK3A inh
CC(NC(=O)c1ccco1)c1nc(-c2ccccc2Cl)no1 (centres undefined),i,-21,39,12,1,1,-5,-5,1,-4
O=C(Nc1ccc(Cl)cc1)C1CCCC1,i,16,9,2,-1,2,-3,-6,-7,9
Cc1onc(C(=O)NN)c1-c1csc(COc2ccc(Cl)cc2)n1,i,21,/,/,5,0,/,/,-1,-1
Cc1nn(Cc2ccc([N+](=O)[O-])cc2)c(=O)n1-c1ccccc1Cl,i,15,4,-5,5,-1,10,7,0,3
Cc1ccc2c(c1)c(C)c(C)n2CC(O)CN1CCOCC1 (centres undefined),i,15,3,-4,-10,-3,17,-1,3,-2
CCOC(=O)CN(C(=O)CSc1nnc(CNc2ccc(F)cc2)n1CC)c1ccc(F)cc1,i,33,31,15,2,0,-11,5,0,-2
Cc1csc(Nc2nc(N)c(C(=O)Nc3ccccc3)o2)n1,i,15,7,0,-2,-3,-1,15,-10,24
O=[N+]([O-])c1ccc(O)c(/C=N/Nc2nc3ccccc3[nH]2)c1,i,-29,?,79,6,-3,0,21,1,4
Cc1ccc2nc(SCC(=O)NCc3ccccc3Cl)nc(=O)n2c1,i,11,-3,-2,2,/,6,-1,-2,3
COC(=O)CC(=O)CSc1nc(C)cc(C)c1C#N,i,29,-2,0,-7,2,0,21,3,1
CC(=NCc1ccco1)c1c(O)n(C2CCCCC2)c(=O)[nH]c1=O,i,-12,28,-6,1,-3,4,16,-6,1
Cc1nc2ccccc2c(=O)n1NC(=O)/C=C/c1ccccc1Cl,i,14,3,-3,-1,2,5,1,2,-2
O=C(NCCCN1CCOCC1)C(=O)N/N=C/c1ccccc1,i,18,2,-2,6,1,0,-8,3,-1
Cc1ccccc1NC(=O)c1cccc(S(=O)(=O)Oc2ccc([N+](=O)[O-])cc2)c1,i,14,2,-3,5,0,3,3,2,1
CCOC(=O)c1c(NC(=O)COc2ccccc2F)sc2c1CC(C)(C)NC2(C)C,i,13,6,-4,/,/,10,/,-3,-1
OCC[C@@H]1C[C@@H](O)[C@H](O)[C@]2(CCCCO2)O1,i,21,-30,-12,5,-2,10,0,-10,21
CCCCN1C(=O)C(=O)N(CC(=O)c2ccc[nH]2)C1=O,i,11,10,-4,-4,/,-4,4,-5,2
COc1cccc(CN(C(=O)COc2ccc(Cl)cc2)C2CCS(=O)(=O)C2)c1 (centres undefined),i,-7,10,2,-3,0,-2,0,0,0
OC(c1ccc(OCc2ccccc2)cc1)c1nnc(-c2ccccc2)o1 (centres undefined),i,9,0,3,9,2,3,4,-4,/
COc1ccccc1NC(=O)N(Cc1ccco1)Cc1cc2ccc(C)c(C)c2[nH]c1=O,i,43,108*,79,9,4,?,3,1,2
OC1(c2ccc(Cl)c(Cl)c2)C[n+]2ccccc2N1Cc1ccccc1 (centres undefined),i,55,8,-1,-24,0,-3,0,-8,4
CCOC(=O)c1cnc2ccc(F)cc2c1Nc1ccc2c(c1)OCCO2,i,23,-6,-12,4,-1,4,33,-1,2
COc1cc(S(=O)(=O)NCCN2CCOCC2)c(OC)cc1Cl,i,12,-8,-3,1,-2,-1,-1,1,-1
O=C(COC(=O)C1COc2ccccc2O1)Nc1cccc(S(=O)(=O)N2CCCCC2)c1 (centres undefined),i,12,3,-1,0,1,0,/,1,-2
